# PGK inhibitor = blocks T. brucei phosphoglycerate kinase; PGK/GAPDH coupled, Kinase-Glo luminescence, 60 min; Potency, µM (top dose mostly 57.5 µM), inactives show at the top dose activity change, negative = inhibition, actives largely listed as inhibitors; hit rate 0.043% among 380,000; further: potency means the concentration at half of the fitted maximal effect; on the % scale 0 is the no-effect control and ±100 the full control effect; nearly all actives have a fitted effect of over 60% in size
#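 Luminescent ATP detection (Kinase-Glo Plus) follows a 60-minute room-temperature incubation, with wells lacking PGK as controls. Buffer: 100 mM TEA (pH 7.6), 5 mM MgCl2, 0.01% Tween-20. Coupling enzyme GAPDH (100 nM final) supplies unstable 1,3-BPG in-well.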
# HP1b chromo inh = blocks HP1-beta chromodomain binding to methylated histone tails. P83916. AlphaScreen HP1-beta / biotin-H3K9me3 peptide binding. Potency, µM (top dose mostly 114 µM), inactives show top-dose activity change, negative = inhibition, actives largely listed as inhibitors. hit rate 0.56% among 390,000. AID 540317; further: potency means the concentration at half of the fitted maximal effect; nearly all actives have a fitted effect of over 70% in size; inactives centre near 23
#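 HP1-beta protein (50 nM final) preincubated 30 min at room temperature with biotinylated H3(1-18)K9me3 peptide (50 nM) in PBS pH 7.4, 0.01% Tween-20, then compound added for 30 min. AlphaScreen streptavidin donor/nickel chelate acceptor beads (10 ug/mL final), 30 min dark, luminescence read.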
# G9a block = G9a (human) methyltransferase inhibition | Q96KQ7 | AID 504332 | Potency, µM (highest dose often 102 µM), for inactives: at the highest dose activity, negative = inhibition, actives largely listed as inhibitors | G9a H3K9 monomethylation, AlphaScreen, 2 h | hit rate 8.8% among 350,000; further: potency means the concentration at half of the fitted maximal effect; on the % scale 0 is the no-effect control and ±100 the full control effect; nearly all actives have a fitted effect of over 75% in size
# Target sequence (Q96KQ7 913-1193 limits assumed): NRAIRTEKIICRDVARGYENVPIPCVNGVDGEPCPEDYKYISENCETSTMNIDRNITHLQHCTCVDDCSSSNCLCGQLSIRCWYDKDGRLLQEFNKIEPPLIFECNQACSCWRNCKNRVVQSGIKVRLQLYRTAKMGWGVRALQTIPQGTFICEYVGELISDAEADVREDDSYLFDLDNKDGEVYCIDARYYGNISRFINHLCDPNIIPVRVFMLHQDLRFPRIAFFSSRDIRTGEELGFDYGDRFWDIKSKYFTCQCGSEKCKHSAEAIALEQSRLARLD
#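 G9a (20 nM) preincubated 15 min RT with compounds, then 500 nM biotinylated H3K9 peptide and 20 uM SAM added; 2 h RT reaction. Monomethyl-H3K9 product detected by AlphaScreen with anti-H3K9me1 antibody, streptavidin donor and anti-rabbit IgG acceptor beads.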
# GLS inhibitor = inhibitors of human glutaminase (GLS) | hit rate 0.21% among 410,000 | Potency, µM (doses to about 45.5 µM), for the others: at the top dose activity change, negative = inhibition, most hits filed as inhibitors | O94925 | GLS enzymatic activity, qHTS titration; further: potency means the concentration at half of the fitted maximal effect; on the % scale 0 is the no-effect control and ±100 the full control effect
#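 Read-out is an Amplex red fluorescence increase coupled through glutamate oxidase and HRP, measured before and after 30 min room-temperature incubation. hKGA is in 45 mM KH2PO4 (pH 8.2) with 0.02% Tween-20; glutamine added as 1mM solution.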
# BAZ2B inh = blocks human BAZ2B. Q9UIF8. AlphaScreen BAZ2B-H3K14Ac peptide displacement. Potency, µM (series often up to 114 µM), for inactives: at the top dose activity change, negative = inhibition, most hits filed as inhibitors. hit rate 4.4% among 360,000. AID 504333; further: potency means the concentration at half of the fitted maximal effect; on the % scale 0 is the no-effect control and ±100 the full control effect; nearly all actives have a fitted effect of over 60% in size
#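 AlphaScreen luminescence quantifies BAZ2B engagement of H3K14Ac peptide; the protein and biotinylated peptide are both at 50 nM final, buffer PBS pH 7.4 with 0.01% Tween-20, all steps at room temperature.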
# Pin1 inhibitor = inhibitors of human Pin1. Q13526. Pin1 FP peptide displacement, HiFluor488, 10 min. Potency, µM (doses to about 115 µM), inactives show at the highest dose activity, negative = inhibition, actives largely listed as inhibitors. hit rate 0.009% among 390,000. AID 504891; active means well fitted inhibition curve with a large enough effect in the polarisation, with a control signal flat, not every such curve was filed as active; inconclusive means small, poorly fitted or top-dose-only effect, or effect the other way, or a change in a side signal; inactive means no such curve, though single readings can be large or run the other way; the % refers to the polarisation; further: potency means the concentration at half of the fitted maximal effect; on the % scale 0 is the no-effect control and ±100 the full control effect
# PI4K2A inh = inhibitors of human PI4K2A. purified PI4K2A, ADP-Glo luminescence, 1 h; hits give low values. activity change, negative = inhibition, % at 76.9 µM. hit rate 0.13% among 420,000. AID 1346378; in the data active means activity change below about -50%; inconclusive means mostly about -30% to -49%;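 further: -100% = wells without enzyme as full effect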
#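 ADP-Glo luminescence measured ADP generated by PI4K2A enzyme (4 ug/mL before mixing) with 1.2 mM PI substrate (pre-mix) and 300 microM ATP (pre-mix). Tris pH7.5 buffer with MgCl2, Triton X-100; 1 h reaction at ambient temperature.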
# Pol eta inh = DNA polymerase eta (human) inhibition; Q9Y253; recombinant Pol eta, fluorescent DNA replication assay; Potency, µM (doses to about 114 µM), without a hit: top-dose activity change, negative = inhibition, actives largely listed as inhibitors; hit rate 1.2% among 390,000; further: potency means the concentration at half of the fitted maximal effect; on the % scale 0 is the no-effect control and ±100 the full control effect
# Target sequence (Q9Y253 whole entry, looked up): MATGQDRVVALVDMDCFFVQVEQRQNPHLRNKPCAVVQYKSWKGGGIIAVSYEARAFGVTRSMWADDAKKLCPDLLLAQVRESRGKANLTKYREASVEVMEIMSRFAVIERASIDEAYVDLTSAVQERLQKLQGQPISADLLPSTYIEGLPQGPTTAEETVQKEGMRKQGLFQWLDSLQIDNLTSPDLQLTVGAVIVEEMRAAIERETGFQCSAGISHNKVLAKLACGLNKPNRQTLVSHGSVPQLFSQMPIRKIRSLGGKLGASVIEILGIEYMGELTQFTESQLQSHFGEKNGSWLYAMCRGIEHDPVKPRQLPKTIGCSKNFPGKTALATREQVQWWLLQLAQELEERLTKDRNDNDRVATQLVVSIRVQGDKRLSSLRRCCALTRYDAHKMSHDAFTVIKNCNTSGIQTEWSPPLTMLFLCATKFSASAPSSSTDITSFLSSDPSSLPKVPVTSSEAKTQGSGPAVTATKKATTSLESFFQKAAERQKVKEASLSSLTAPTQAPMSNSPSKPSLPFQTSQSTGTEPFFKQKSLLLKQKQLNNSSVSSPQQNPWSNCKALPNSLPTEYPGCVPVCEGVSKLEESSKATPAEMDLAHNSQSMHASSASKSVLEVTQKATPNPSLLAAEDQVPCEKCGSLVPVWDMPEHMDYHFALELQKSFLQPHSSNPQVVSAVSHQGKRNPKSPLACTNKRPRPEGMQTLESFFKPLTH
#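 Pol eta at 10 nM preincubated with compounds 15 min at room temperature; reaction started with fluorescent substrate (50 nM final) and read kinetically at 0 and 10 min.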
# JMJD2A Tudor = inhibitors of human JMJD2A Tudor domain; O75164; Potency, µM (top dose mostly 114 µM), without a hit: at the highest dose activity change, negative = inhibition, actives largely listed as inhibitors; AlphaScreen JMJD2A-Tudor / H3K4me3 peptide binding; hit rate 4.4% among 390,000; further: potency means the concentration at half of the fitted maximal effect; on the % scale 0 is the no-effect control and ±100 the full control effect; nearly all actives have a fitted effect of over 50% in size
# An asterisk follows results filed as active; i = inactive; ? = inconclusive; / = no result given; [ ] = dose if it differs, or a comment. Unless noted, the call rests on the fitted dose curve; in most records, active means well fitted curve in the direction sought with a large enough effect; inconclusive means small, poorly fitted or top-dose-only effect, or another doubt; inactive means no such curve, though single readings can be large; an effect the other way counts as inactive or inconclusive. An excerpt. The share of hits here may be higher or lower than overall.
SMILES,PGK inhibitor,HP1b chromo inh,G9a block,GLS inhibitor,BAZ2B inh,Pin1 inhibitor,PI4K2A inh,Pol eta inh,JMJD2A Tudor
O=C(COC(=O)/C=C/c1ccccc1)NCCc1ccc(F)cc1,i,20%[57 µM],/,-4%,/,-1%,-2,-4%,-8%
CC(C)c1nnc(NC(=O)C2CCCN2C(=O)Nc2ccccc2F)s1 (stereo not given),3%,22%,-2%,0%,?,3%,8,-7%,-10%
CCOc1cc(NC(=O)c2cccs2)c(OCC)cc1NC(=O)c1ccco1,-4%,16%,/,7%,0%,-1%,2,?,-22%
O=C(Nc1ccc(Cl)c(Cl)c1)C1C2C=CC3(O2)C1C(=O)N(CCN1CCCCC1)C3C(=O)NC1CCCCC1 (stereo not given),0%,12%,45µM*,8%,2%,78%[activator],0,-23%,-13%
COC(=O)C1CCN(C(=O)COC(=O)c2cc(S(=O)(=O)N3CCOCC3)ccc2C)CC1,-2%,24%,/,-1%,/,2%,2,-7%,-1%
CC1Cc2ccccc2N1C(=O)c1ccnc(C(C)(C)C)c1 (stereo not given),1%,28%,-33%[59 µM],5%,4%,1%,-6,-7%,1%
Cc1ccc2nc(-c3ccc(NC(=O)CN4CCN(C(=O)c5ccco5)CC4)cc3)sc2c1,-12%,-1%,?,8%,?,?,-2,79µM*,-23%
O=C(Nc1ccc(O)cc1)c1cc2ccccc2c(=O)s1,-24%,11%,/,46%[activator],-11%,3%,8,-12%,0%
Cc1ccc(O)c(NC(=O)c2cc(-c3ccccc3)on2)c1,-2%,39%[activator],-11%[0.501 µM],?,-1%,9%,-2,-10%,-10%
CCCC(=O)Nc1nnc(SCC(=O)Nc2ccc3c(c2)OCO3)s1,-10%,14%,?,10%,-2%,-8%,0,-8%,-6%
Cc1cc(NC(=O)CC2Oc3ccccc3NC2=O)ccc1Br (stereo not given),4%,24%,-3%[0.501 µM],?,-9%,24%,2,-12%,5%
O=C1CCc2cc(NS(=O)(=O)c3ccc(Br)cc3)cc3c2N1CC3,-11%,22%,?,8%,2%,-5%,0,-10%,0%
Cc1c(C(=O)Nc2ccccn2)oc2ccc(Br)cc12,-9%,8%,3%,-4%,-26%,?,1,40µM*,-13%
CC1=C(C(=O)Nc2ccc(C)cc2C)C(c2ccc([N+](=O)[O-])cc2)n2ncnc2N1 (stereo not given),4%,17%,5%,27%,11%,0%,4,1%,-7%
C[C@@H]1CN([C@@H](C)CO)C(=O)CCCn2nncc2CO[C@H]1CN(C)Cc1ccncc1,7%,/,/,-1%,/,/,-4,-10%,/
Cc1oc2ccc(O)c(CN3CCOCC3)c2c1C(C)O (stereo not given),-7%,25%,-5%[59 µM],20%,-3%,-9%,-3,-6%,-2%
Brc1c(-c2ccc3c(c2)OCO3)nc2ncccn12,3%,45%[activator],9%,-23%,2%,6%,-2,-21%,-12%
COc1ccccc1NC(=O)C(=O)NCC(c1cccnc1)N1CCc2ccccc2C1 (stereo not given),1%,1%,?,-2%,?,1%,1,-13%,-29%
CCCCn1c(=N)n(CC(O)c2ccccc2)c2ccccc21 (stereo not given),7%,5%,/,6%,-2%,-16%,-1,-4%,-11%
COc1ccc(-c2c(=O)n(OCc3nc4ccccc4[nH]3)c3ccccc3[n+]2[O-])cc1,1%,28%,/,1%,-3%,2%,6,-9%,-24%
Fc1ccc(Nc2nc(-c3cccc(Cl)c3)c3c(n2)-c2ccccc2OC3)cc1,-1%,49%[activator],-32%[59 µM],-3%,0%,3%,1,-7%,-4%
O=C(Nc1cccc(O)c1)c1ccccc1[N+](=O)[O-],-2%,32%,8%,8%,-1%,9%,15,-11%,-2%
O=C(CNC(=O)c1ccc(Cl)cc1Cl)OCCCn1c(=O)[nH]c2ccccc21,-2%,-15%,-30%,0%,6%,1%,-11,-14%,-4%
Cc1ccsc1C(=O)NCCc1ccc(S(N)(=O)=O)cc1,8%,21%,-9%[59 µM],-2%,9%,-2%,-1,-4%,0%
COc1cccc(CNC(=O)CCC2CCCN(Cc3ccc4c(c3)CCO4)C2)c1 (stereo not given),-1%,30%,-28%,-10%,-5%,0%,3,-8%,-12%
CN(Cc1ccccc1)c1nnc(NC(=O)Nc2cccc(Br)c2)s1,-2%,42%,-7%[59 µM],-17%,-2%,-3%,-4,-9%,-28%
COc1ccc(CCNC(=O)CCn2c(=O)oc3ccccc32)cc1OC,1%,27%,-22%,1%,-4%,-4%,2,-3%,-3%
C[C@H](CO)N1C[C@H](C)[C@@H](CN(C)S(=O)(=O)c2ccccc2)OCc2cnnn2CCCC1=O,-5%,/,/,-7%,/,/,-2,-23%,/
CCN(C(=O)c1ccccc1)c1ccc([N+](=O)[O-])cc1,-9%,5%,0%,16%,-9%,-9%,1,-19%,-10%
CCN(CC)C(=O)[C@H]1C[C@H](CC(=O)NCCCn2ccnc2)C(=O)N2CCc3c([nH]c4ccc(Cl)cc34)[C@]12C,0%,15%,/,2%,/,1%,2,-2%,-18%
Cc1ccccc1NC(=O)CN(C)S(=O)(=O)c1ccc(-c2ccc(=O)[nH]n2)s1,-10%,50%[activator],/,-2%,-15%,-6%,-3,-1%,18%
CC(=O)N1CCc2cc(S(=O)(=O)NC(CC(C)C)C(=O)N3CCc4ccccc4C3)ccc21 (stereo not given),-5%,21%,?,1%,-25%,-5%,4,-15%,-14%
O=C(NCc1ccccn1)C(=O)Nc1nc(-c2ccccc2)cs1,i,55%[activator],58%[activator][59 µM],-3%,7%,?,4,-13%,-17%
Cc1c(C(=O)N2CCCCC2)oc2ccc(S(=O)(=O)N3CC(C)CC(C)C3)cc12 (stereo not given),-5%,25%,?,-3%,4%,2%,4,-8%,-19%
Cc1cccc(N(C)C(=O)Cn2c(=O)oc3cc(S(=O)(=O)N4CCCCC4)ccc32)c1,-2%,8%,5%[59 µM],-6%,-1%,11%,5,-16%,-17%
Cc1ccc(-c2nnc(SCc3nc(N)nc(Nc4ccccc4C)n3)n2N)cc1,0%,39%,20%[59 µM],4%,-2%,-2%,-2,-18%,-11%
COc1ccc(CNC(=O)C2CCC(=O)N(CC3CCCCC3)C2)cc1 (stereo not given),-6%,20%,28%,0%,2%,2%,7,-9%,-19%
COc1ccccc1OCC(=O)Nc1cccc(-c2nc3ccccc3o2)c1,-4%,29%,-27%[12.7 µM],6%,-4%,1%,-1,-10%,-9%
O=C(NC1CCCCCCC1)c1cc([N+](=O)[O-])ccc1Cl,-4%,15%,3%,-6%,-1%,16%,0,1%,-15%
CC1Cc2ccccc2N1C(=O)CCNS(=O)(=O)c1ccc2c(c1)CCC(=O)N2 (stereo not given),-2%,5%,-3%,7%,-25%,-1%,1,-7%,-8%
O=C(OCC(=O)N1CCCC1)c1ccccc1C(=O)c1ccccc1,-14%,37%,-2%[12.7 µM],2%,-2%,0%,1,8%,-22%
C[C@H](NC(=O)OC(C)(C)C)c1nnc(SCC(=O)Nc2ccc(Br)cc2)o1,-1%,21%,-1%,4%,1%,4%,-1,0%,-12%
C=CCn1c(COc2ccc(Cl)cc2)nnc1SCC(=O)N/N=C/c1ccccc1,4%,-23%,5%,2%,0%,0%,-4,-12%,0%[11.4 µM]
CNC(=S)Nc1cccc(C(=O)O)c1,-8%,62%[activator],18%[12.7 µM],-10%,-22%,-8%,3,-16%,-7%
Cc1c(-c2ccccc2)nc2ccccc2c1C(=O)Oc1ccc([N+](=O)[O-])cc1,4%,5%,12%[0.501 µM],6%,-36%,4%,4,-10%,-17%
O=C(CCC(=O)c1ccc(F)cc1)Nc1cccc(C(F)(F)F)c1,-7%,60%[activator],-3%[59 µM],1%,10%,0%,0,-13%,-1%
Cc1cc2nc(-c3ccc(Cl)cc3)cc(C(F)(F)F)n2n1,-7%,98%[activator],19%[59 µM],4%,75%[activator],2%,-1,-10%,13%
Cc1cc2cc(CNC(=O)c3ccc4c(c3)OCO4)ccc2n1C,4%,-7%,-9%[12.7 µM],0%,?,-2%,-1,3%,-34%
COc1ccc2nc(N3CCOCC3)cc(C)c2c1,i,26%,-21%[59 µM],?,1%,0%,-2,-6%,13%
Cc1cc(C(=O)N2CCCC(N3CCN(c4cccc(C(F)(F)F)c4)CC3)C2)n[nH]1 (stereo not given),-4%,31%,0%,-1%,-20%,-17%,-1,-1%,-25%
CC(C)Oc1ccc(C(=O)Nc2ncn[nH]2)cc1,4%,60%[activator],-71%,-2%,50µM*,5%,-2,-16%,?
CS(=O)(=O)N1CCC(C(=O)N2CCN(c3cccc(Cl)c3)CC2)CC1,0%,20%,18%[59 µM],1%,-9%,1%,-2,-15%,4%

# Only JMJD2A Tudor, PI4K2A inh and PGK inhibitor, for 2 of the compounds above:
Compound	JMJD2A Tudor	PI4K2A inh	PGK inhibitor
Cc1cc(C(=O)N2CCCC(N3CCN(c4cccc(C(F)(F)F)c4)CC3)C2)n[nH]1 (stereo not given)	-25%	-1	-4%
CC(C)Oc1ccc(C(=O)Nc2ncn[nH]2)cc1	?	-2	4%
